From PubChem BioAssay
MsrA act – activators of bovine methionine sulfoxide reductase A; purified bovine MsrA, absorbance read-out; activation, % at 10.6 µM; 360,000 compounds, 0.3% hits; in the data active means activation above about 7.5%;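 further: 0% = vehicle and 100% = reference activator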
MT1-MMP act inh – MT1-MMP (human) activation inhibition. P50281. HT1080 RFP-PRO-GFP cells, GFP/RFP ratio fluorescence, overnight; percent of plate control window, DMSO zero. GFP/RFP ratio change, % at 20 µM. 360,000 compounds, 0.061% hits. AID 651647;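 active means GFP/RFP ratio change of at least 30% with cell ATP level not reduced by more than half and red fluorescence within 50% of control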; further: strong numbers were not always called active
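Read-out: GFP/RFP fluorescence ratio; Test system: RFP-PRO-GFP reporter HT1080 cells; Compound dosing: single-point 20 µM compound, 1% DMSO; Times: overnight compound exposure at 37 °C.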
Neddyl block – blocks human cullin neddylation. P61081+Q13564. TR-FRET cullin neddylation, biochemical. calls only at 25 µM. 360,000 compounds, 0.58% hits. AID 651699; in the data active means inhibition above about 36%
FAS TE block – FAS thioesterase (human) inhibition; P49327; recombinant FAS-TE, OMFH fluorogenic substrate, fluorescence endpoint; inhibition, % at 15 µM; 360,000 compounds, 0.67% hits;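 active means compounds whose normalised, plate-corrected inhibition of enzyme fluorescence in the single-dose primary screen is 50% or more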;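 further: 0% = DMSO with enzyme and 100% = substrate without enzyme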
Rin1 Abl inh – inhibitors of human Rin1-Abl protein interaction. TR-FRET Rin1/Abl binding, biochemical. inhibition, % at 7.35 µM. 360,000 compounds, 0.4% hits. AID 588664; in the data active means inhibition above about 5%, passing the limit was not always enough
CendR NRP1 mod – alters CendR peptide binding to human NRP-1 | O14786 | FAM-RPARPAR peptide binding to NRP-1, fluorescence polarization | inhibition, % at 25 µM | 360,000 compounds, 0.85% hits;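 active means inhibition or corrected inhibition above about 18%, plus a signal ratio from 0.5 to 1.5, limit read from the data, passing the limit was not always enough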; further: strong numbers were not always called active
Target sequence (O14786 whole entry, looked up): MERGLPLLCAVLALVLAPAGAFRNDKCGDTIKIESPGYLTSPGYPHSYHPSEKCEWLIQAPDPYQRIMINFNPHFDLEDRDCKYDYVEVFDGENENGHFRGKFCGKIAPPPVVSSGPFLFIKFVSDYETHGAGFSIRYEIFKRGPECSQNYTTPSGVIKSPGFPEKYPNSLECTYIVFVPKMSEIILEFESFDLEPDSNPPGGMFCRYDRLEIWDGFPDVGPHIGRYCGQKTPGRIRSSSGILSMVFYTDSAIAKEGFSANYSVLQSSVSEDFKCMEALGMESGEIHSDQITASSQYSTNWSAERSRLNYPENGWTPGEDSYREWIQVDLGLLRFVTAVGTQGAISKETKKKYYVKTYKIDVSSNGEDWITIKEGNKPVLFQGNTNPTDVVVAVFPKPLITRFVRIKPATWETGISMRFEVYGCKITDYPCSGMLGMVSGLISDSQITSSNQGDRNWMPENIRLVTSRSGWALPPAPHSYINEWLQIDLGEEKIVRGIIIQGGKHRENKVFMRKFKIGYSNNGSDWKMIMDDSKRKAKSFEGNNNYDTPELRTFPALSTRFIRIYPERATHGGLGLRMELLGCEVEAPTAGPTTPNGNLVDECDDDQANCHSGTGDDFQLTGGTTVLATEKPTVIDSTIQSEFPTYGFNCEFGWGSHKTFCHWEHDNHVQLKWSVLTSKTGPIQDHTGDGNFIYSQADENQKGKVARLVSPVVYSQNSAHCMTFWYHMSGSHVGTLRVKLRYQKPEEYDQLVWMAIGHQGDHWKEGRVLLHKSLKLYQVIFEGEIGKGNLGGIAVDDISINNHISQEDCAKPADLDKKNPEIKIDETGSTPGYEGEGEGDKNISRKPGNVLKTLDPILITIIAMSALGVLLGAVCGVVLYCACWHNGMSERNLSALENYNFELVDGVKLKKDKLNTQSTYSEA
E coli Lon inh – inhibits E. coli Lon protease; 360,000 compounds, 0.42% hits; inhibition, % at 7.94 µM; purified E. coli Lon protease, fluorescence polarization; in the data active means inhibition above about 13%, passing the limit was not always enough;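 further: 0% = enzyme with probe and DMSO and 100% = no enzyme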
MsrA inhibitor – inhibits bovine methionine sulfoxide reductase A; purified bovine MsrA, absorbance read-out; 360,000 compounds, 0.75% hits; inhibition, % at 15.5 µM; in the data active means inhibition above about 4.5%;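 further: 0% = vehicle wells with enzyme and 100% = reference inhibitor wells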
SKN-1 inh – blocks SKN-1 activity in C. elegans; C. elegans VP596 Pgst-4::GFP/RFP ratio, acrylamide-induced, 24 h; inhibition, % at 21.8 µM; 360,000 compounds, 0.49% hits;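 active means interference check ratio from 0.5 to 1.5 plus GFP to RFP signal ratio inhibition reaching or exceeding a fixed threshold, cut at about 30% in these data, passing the limit was not always enough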; further: some compounds called inactive have numbers as strong as hits
* hit, by the source's call; i = inactive; . = not tested or not shown; + = active, no number.

The first 2 records as a preview:
SMILES	MsrA act	MT1-MMP act inh	Neddyl block	FAS TE block	Rin1 Abl inh	CendR NRP1 mod	E coli Lon inh	MsrA inhibitor	SKN-1 inh
CC(=C1C(=O)c2ccccc2C1=O)N1CCN(c2ccc(F)cc2)CC1	-8	0	i	-6	-2	8	0	-0.8	-11
C=CCNC(=O)COc1coc(CN2CCN(C(=O)c3ccco3)CC2)cc1=O	-1	1	i	-4	1	7	-5	-0.1	1

This part in full, from the first entry:
SMILES	MsrA act	MT1-MMP act inh	Neddyl block	FAS TE block	Rin1 Abl inh	CendR NRP1 mod	E coli Lon inh	MsrA inhibitor	SKN-1 inh
CC(=C1C(=O)c2ccccc2C1=O)N1CCN(c2ccc(F)cc2)CC1	-8	0	i	-6	-2	8	0	-0.8	-11
C=CCNC(=O)COc1coc(CN2CCN(C(=O)c3ccco3)CC2)cc1=O	-1	1	i	-4	1	7	-5	-0.1	1
Cc1ccc(NC(=O)CCn2c(=O)c3cccn3c3ccccc32)c(C)c1	-3	-2	i	2	0	2	-1	-1.2	22
CC(=O)Nc1ccc(NS(=O)(=O)Cc2ccccc2)cc1	0	0	i	-1	2	12	-1	1.0	-3
N#Cc1ccc2sn(-c3ccccc3)c(=O)c2c1	12*	-2	i	-9	0	14	5	1.1	0
O=C(CSc1nc2ccccc2c(=O)n1Cc1ccco1)NCc1ccccc1	0	-59	i	-8	-1	11	5	0.7	-4
Cc1cccc2c(N=Nc3ccc(S(=O)(=O)Nc4ccc(Cl)cc4)cc3[N+](=O)[O-])c(O)[nH]c12	-7	16	i	8	0	1	-5	0.0	8
CCCn1nnc(NC(=S)NC(=O)CC)n1	0	-3	i	-8	1	8	-5	-0.3	-11
CNc1c(NS(=O)(=O)c2cc(OC)ccc2OC)c(=O)oc2ccccc12	-13	0	i	-1	0	10	10	-0.7	4
CCN(CC)C(=O)CSc1nc2sc3c(c2c(=O)n1CCOC)CCC3	-3	0	i	-2	0	6	-10	-0.6	-6
CSCCC(NC(=O)c1ccccc1)C(=O)NC1CCCC1 (stereo not drawn)	1	0	i	-6	1	-6	6	0.0	4
C=CCn1c(SCC(=O)c2ccc(NS(=O)(=O)c3ccccc3)cc2)nnc1-c1cccs1	-3	-1	i	0	2	-4	-7	2.9	10
O=C(c1ccc2c3c(cccc13)CC2)C1CCCN(Cc2ccc(OCCO)cc2)C1 (stereo not drawn)	-2	-5	.	-14	-7	4	-5	0.5	1
Cc1ccc2c(Cl)cc(Cl)c(OCC(=O)NC(C)(C)C)c2n1	-9	1	i	19	1	1	-15	1.1	19
Cc1ccc(C(=O)N2CCN(c3ccc([N+](=O)[O-])c(NCc4ccco4)c3)CC2)cc1	-3	-5	i	25	-3	4	12	0.3	2
CC(CCc1ccccc1)C(=O)NO (stereo not drawn)	-2	2	i	13	-3	3	-6	-0.5	9
Cc1ccc(C)c(-n2c(-c3ccc4c(c3)OCO4)n[nH]c2=S)c1	-3	6	i	-1	-1	-3	2	1.8	16
CCn1ccnc1CC1COc2ccccc2O1 (stereo not drawn)	-1	1	i	1	-4	-10	-5	1.5	-2
Cc1cs/c(=N/C(=S)Nc2ccccc2)n1C	-8	1	i	-7	0	4	-4	3.3	8
CC(C)CC(=O)N1CC(=O)Nc2ccc(F)cc2C1c1ccccc1 (stereo not drawn)	-5	-5	i	-8	3	6	-6	2.4	-8
CSc1ccccc1NC(=O)c1cc2c(=O)n3ccccc3nc2s1	-6	2	+	-6	-3	2	-12	0.8	-11
Cc1cc(=O)[nH]c(SCC(=O)Nc2cc(S(=O)(=O)N(C)C)ccc2Cl)n1	-1	3	i	-5	2	-3	-2	0.2	4
O=C(CCN1CCCC1)Nc1ccc(Br)cc1	-4	0	i	-6	-3	-3	-8	0.7	-2
Cc1cccc(-c2nc(CN3CCN(Cc4cccc(F)c4)CC3)c(C)o2)c1	-1	-3	i	4	3	-2	4	0.5	13
O=C(COCc1nc2ccccc2c(=O)[nH]1)NCC1CCCCC1	-2	-8	i	-2	-1	15	15	-0.6	4
CCc1ccc(NC(=S)NC2CC3CCCC(C2)N3Cc2ccccc2)cc1 (stereo not drawn)	-5	1	i	-1	3	1	0	-0.7	-6
O=C(Nc1ccc2c(c1)CCC2)c1cnccn1	-3	6	i	-6	2	-14	-6	0.8	6
CN(Cc1ccccc1OCCO)CC1CCCN(CCc2ccc(Cl)cc2)C1 (stereo not drawn)	-1	6	i	-5	0	5	-7	0.0	-3
COc1ccc(/C=N/NC(=O)CNS(=O)(=O)c2ccc(C)cc2)cc1	-4	-1	i	-5	2	2	-1	-0.3	-5
Nc1ccc(-c2n[nH]c(=O)c3ccccc23)cc1N	-10	2	i	-12	-7	-8	-14	-0.3	-42
COc1ccc(NC(=O)c2ccc(COc3ccccc3Br)o2)c(OC)c1	-9	9	i	31	1	3	-5	0.0	3
CCOc1cccc2cc(C(=O)N3CCN(C/C=C/c4ccccc4)CC3)c(=O)oc12	-7	4	i	7	1	0	14	-0.1	3
Cc1cc(C(=O)NNCc2ccccc2)no1	0	2	i	0	-4	-3	5	-1.4	3
CC(=O)NCCn1c(SCC(=O)NCc2ccco2)nc2ccccc2c1=O	-12	4	i	-6	2	-5	5	1.4	13
O=C(NC1CCSC1=O)C1CCCCC1 (stereo not drawn)	-4	3	i	-4	3	-6	-2	0.9	-12
O=S(=O)(c1ccc(Cl)c(NC(=S)Nc2ccccc2N2CCOCC2)c1)N1CCOCC1	-4	1	i	4	0	14	-5	0.8	-11
COc1cccc(NC(=O)C2CCN(S(=O)(=O)c3ccc4c(c3)CC(C)N4C(C)=O)CC2)c1 (stereo not drawn)	-1	-1	i	3	1	7	-4	0.7	-7
CCc1c(C)sc(NC(=O)Cn2nc(C(F)(F)F)c3c2CCCC3)c1C#N	-2	-1	i	6	-3	-25	-9	-0.6	-12
O=C(NCCc1ccccc1)C1CCN(S(=O)(=O)c2ccc(-c3nn[nH]n3)cc2)CC1	-1	1	i	-6	0	-4	-2	-0.9	-14
CCOC(=O)N1CCC(NC(=O)CS(=O)(=O)Cc2nc(-c3cccc(OC)c3)oc2C)CC1	-5	1	i	-6	4	-1	-5	0.8	-16
CCOC(=O)C1CCCN(C(=O)C2CCN(C(=O)Nc3ccccc3)CC2)C1 (stereo not drawn)	0	-3	i	-3	-3	1	1	0.7	-4
Cc1cc(OCCCCNC(C)C)cc(C(C)C)c1	-11	-1	i	-18	-2	4	0	0.2	-6
Nc1nnnn1/N=C/c1ccccc1OCc1ccc(Cl)cc1Cl	-3	-2	i	2	2	-7	-4	-1.0	22
O=C(COC(=O)/C=C/c1ccc(F)cc1)Nc1ccc(S(=O)(=O)N2CCOCC2)cc1	-3	2	i	12	-2	15	2	0.2	-7
COC1=C(C)C(=O)C2=C(C1=O)C1C3CC4=C(C(=O)C(OC)=C(C)C4=O)C(CNC(=O)C(C)=O)N3C(C#N)C(C2)N1C (stereo not drawn)	-3	-11	i	-4	-1	13	15	0.0	7
COc1cccc(NC(=O)CN2C(=O)NC3(CCCC3)C2=O)c1	-2	2	i	-5	3	-2	-23	-1.3	-1
O=C(N/C(=C/c1ccc(F)cc1)C(=O)N1CCCC1)c1ccccc1	0	2	i	-6	0	17	-2	0.2	19
CC(=O)N1CCC(C(=O)Nc2cc(S(=O)(=O)N3CCCCC3)ccc2C)CC1	-1	0	i	-4	1	-2	12	-1.2	14
CC(C)(C)C(=O)NNC(=O)CCCOc1ccc(Cl)cc1Cl	-4	-5	i	-4	1	-6	4	-0.6	1
CC(=O)Nc1ccc(-c2ccnc3c2CC(C)(C(=O)Nc2cccc(C(F)(F)F)c2)O3)cc1 (stereo not drawn)	0	1	i	15	0	1	-2	0.1	-1

Entries listed so far shown as hits in Neddyl block.
Molecule,MsrA act,MT1-MMP act inh,Neddyl block,Rin1 Abl inh,CendR NRP1 mod,E coli Lon inh,MsrA inhibitor,SKN-1 inh
CSc1ccccc1NC(=O)c1cc2c(=O)n3ccccc3nc2s1,-6,2,+,-3,2,-12,0.8,-11

Further records follow:
SMILES	MsrA act	MT1-MMP act inh	Neddyl block	FAS TE block	Rin1 Abl inh	CendR NRP1 mod	E coli Lon inh	MsrA inhibitor	SKN-1 inh
Cc1cc(C)nc(NS(=O)(=O)c2ccc(NC(=O)CN3C(=O)C4CC=CCC4C3=O)cc2)n1 (stereo not drawn)	-3	1	i	-8	-2	-11	4	1.2	5
COc1cc(NC(=O)c2cccs2)c(C(=O)OCC(=O)c2cc(C)n(-c3ccccc3)c2C)cc1OC	-3	-7	i	43	-4	-17	-2	-1.0	3
O=C(CN(C(=O)CNC(=O)c1ccco1)c1ccc(F)cc1)NC1CCCCC1	-3	-1	i	-5	0	15	3	-0.3	-5
CC(=O)Nc1ccc(/C=N/NC(=O)CC2CCCCC2)cc1	-2	4	i	-7	-3	0	7	1.1	5
CC12CCC(=O)N1C(C(=O)NNC(=O)c1ccccc1)CS2 (stereo not drawn)	-4	1	i	-5	5	5	-4	-1.4	22

Only Rin1 Abl inh and SKN-1 inh, for four of the compounds above:
molecule | Rin1 Abl inh | SKN-1 inh
Cc1cc(C)nc(NS(=O)(=O)c2ccc(NC(=O)CN3C(=O)C4CC=CCC4C3=O)cc2)n1 (stereo not drawn) | -2 | 5
COc1cc(NC(=O)c2cccs2)c(C(=O)OCC(=O)c2cc(C)n(-c3ccccc3)c2C)cc1OC | -4 | 3
O=C(CN(C(=O)CNC(=O)c1ccco1)c1ccc(F)cc1)NC1CCCCC1 | 0 | -5
CC12CCC(=O)N1C(C(=O)NNC(=O)c1ccccc1)CS2 (stereo not drawn) | 5 | 22

An excerpt from above in order of their number in SKN-1 inh, largest number first.
Molecule | MsrA act | MT1-MMP act inh | Neddyl block | Rin1 Abl inh | CendR NRP1 mod | E coli Lon inh | MsrA inhibitor | SKN-1 inh
CC12CCC(=O)N1C(C(=O)NNC(=O)c1ccccc1)CS2 (stereo not drawn) | -4 | 1 | i | 5 | 5 | -4 | -1.4 | 22
Cc1cc(C)nc(NS(=O)(=O)c2ccc(NC(=O)CN3C(=O)C4CC=CCC4C3=O)cc2)n1 (stereo not drawn) | -3 | 1 | i | -2 | -11 | 4 | 1.2 | 5
COc1cc(NC(=O)c2cccs2)c(C(=O)OCC(=O)c2cc(C)n(-c3ccccc3)c2C)cc1OC | -3 | -7 | i | -4 | -17 | -2 | -1.0 | 3
O=C(CN(C(=O)CNC(=O)c1ccco1)c1ccc(F)cc1)NC1CCCCC1 | -3 | -1 | i | 0 | 15 | 3 | -0.3 | -5
